MIN6 prolif = inducers of beta-cell replication in MIN6 cells; AID 2380; proliferation, % at 10 µM; 330,000 tested, 0.29% active; MIN6 cells proliferation, ATPlite luminescence, 48 h; cells starved in 0.2% serum; 100% = growth in 10% serum;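 active = compounds whose signal lies at least 3.5 SD above the mean of all wells on their plate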;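 note: 0% = DMSO-treated cells in low-serum medium and 100% = 10% serum control; some compounds called inactive have numbers as strong as hits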
HKDC1 inh = HKDC1 (human) hexokinase inhibition; Q2TB90; recombinant HKDC1, G6PDH/diaphorase resazurin coupled fluorescence; inhibition, % at 20 µM; 340,000 tested, 0.16% active;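 active = inhibition above about 35% when tested at 20 µM, limit read from the data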;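 note: plate controls were DMSO wells with enzyme for no effect and DMSO wells lacking enzyme for full effect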
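Material – in-house recombinant HK5 (HKDC1) enzyme · Quantity – HKDC1 at 5 µg/mL · Buffer or medium – pH 8.0 Tris buffer with 10 mM MgCl2 · Reagent – glucose with 1 mM ATP · Dosing – single 20 µM dose · Times – reaction time 90 min, room temperature, protected from light · Technique – resorufin fluorescence at 613 nm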
PfG6PD inh = PfG6PD (Plasmodium falciparum) enzyme inhibition. PfGluPho enzyme, NADPH resazurin-diaphorase fluorescence. inhibition, % at 20 µM. 350,000 tested, 0.78% active. AID 504690;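 active = inhibition reaching at least a set limit at 20 µM in the primary screen, cut at about 59% in these data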;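 note: 0% = DMSO wells with substrate and 100% = DMSO wells lacking glucose-6-phosphate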
UBC13 polyUb = inhibitors of human UBC13 polyubiquitin chain formation. inhibition, % at 20 µM. P61088. 330,000 tested, 0.47% active. TR-FRET; in the data active = inhibition above about 45%, passing the limit was not always enough; inconclusive = no clear call, values can overlap the other calls
Target sequence (P61088 whole entry, looked up): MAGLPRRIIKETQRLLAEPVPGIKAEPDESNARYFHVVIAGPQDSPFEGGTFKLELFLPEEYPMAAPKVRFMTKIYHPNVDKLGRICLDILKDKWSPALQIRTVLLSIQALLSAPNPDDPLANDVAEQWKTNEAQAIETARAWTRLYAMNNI
SENP8 block-1 = SENP8 (human) protease inhibition; Q96LD8; 360,000 tested, 0.64% active; inhibition, % at 20 µM; AID 602440; recombinant SENP8, Nedd8 substrate fluorescence; in the data active = inhibition mostly above about 40%, no sharp cut-off; inactive = mostly below about 27%
SENP1 inh = blocks the human SENP1 SUMO protease catalytic domain. recombinant SENP1 catalytic domain, CyPet-SUMO1-YPet FRET cleavage. inhibition, % at 10 µM. 360,000 tested, 0.21% active. AID 624204;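 active = inhibition at least 30% at 10 µM, raw YFP signal under a set limit, fluorescence ratio 0.5 to 1.5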;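 note: 0% = enzyme with DMSO and 100% = no enzyme wells; some results filed as inactive read as strong as hits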
Target sequence (Q9P0U3 419-644 limits assumed): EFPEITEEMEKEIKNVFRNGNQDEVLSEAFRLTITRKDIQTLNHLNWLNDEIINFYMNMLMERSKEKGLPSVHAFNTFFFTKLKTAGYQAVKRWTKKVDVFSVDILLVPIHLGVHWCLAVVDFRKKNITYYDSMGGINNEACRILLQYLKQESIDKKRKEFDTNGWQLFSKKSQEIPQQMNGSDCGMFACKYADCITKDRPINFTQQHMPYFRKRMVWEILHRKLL
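Test system: hSENP1 catalytic domain, recombinant; Amount: 20 pM final SENP1 enzyme; Medium: Tris pH 8 buffer plus EDTA, NaCl, BME, BSA, NP40, catalase; Schedule: 50 min enzyme reaction, room temperature, light-protected; Technique: FRET fluorescence in CFP and YFP emission channels; Controls: no-enzyme wells low, DMSO-plus-enzyme wells high control.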
SENP7 block = inhibitors of human SENP7 protease; Q9BQF6; recombinant SENP7, Z-RLRGG-aminoluciferin luminescence, 40 min; inhibition, % at 5 µM; 330,000 tested, 1.5% active; AID 434973;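 active = inhibition above about 50% at the single test dose, limit read from the data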;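 note: plate controls were DMSO with enzyme for no effect and no enzyme buffer wells for full effect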
SENP6 inh = SENP6 protease inhibition. Q9GZR1. Recombinant SENP6 catalytic domain, aminoluciferin luminescence. inhibition, % at 10 µM. 330,000 tested, 1.8% active. AID 2599;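 active = inhibition above about 50% at the single tested dose, limit read from the data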;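 note: plate controls were DMSO wells with enzyme for no effect and DMSO wells lacking enzyme for full effect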
Target sequence (Q9GZR1 628-1112 limits assumed): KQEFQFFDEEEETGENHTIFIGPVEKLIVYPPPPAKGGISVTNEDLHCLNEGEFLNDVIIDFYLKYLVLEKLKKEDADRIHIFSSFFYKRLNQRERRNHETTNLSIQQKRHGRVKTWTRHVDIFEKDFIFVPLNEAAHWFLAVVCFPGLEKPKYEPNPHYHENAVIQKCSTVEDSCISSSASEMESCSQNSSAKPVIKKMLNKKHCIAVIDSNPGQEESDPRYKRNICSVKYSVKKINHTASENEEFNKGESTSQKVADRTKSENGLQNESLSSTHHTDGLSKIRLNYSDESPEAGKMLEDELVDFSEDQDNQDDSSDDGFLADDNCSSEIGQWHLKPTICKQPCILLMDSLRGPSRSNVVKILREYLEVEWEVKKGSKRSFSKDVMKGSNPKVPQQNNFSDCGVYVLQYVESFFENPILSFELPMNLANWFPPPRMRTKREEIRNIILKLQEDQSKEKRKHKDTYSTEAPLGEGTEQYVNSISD
SENP8 block-2 = inhibitors of human SENP8 protease; Q96LD8; purified SENP8, Z-RLRGG-aminoluciferin cleavage, luminescence; inhibition, % at 10 µM; 330,000 tested, 1.2% active; AID 2540; in the data active = inhibition above about 50%
* marks the source's active call; other numbers are inactive results; ? = inconclusive; · = no result given. Rows were taken by chance; overall some 4% were active at least once.

SMILES	MIN6 prolif	HKDC1 inh	PfG6PD inh	UBC13 polyUb	SENP8 block-1	SENP1 inh	SENP7 block	SENP6 inh	SENP8 block-2
CC(C)(C)NC(=O)COc1ccccc1C#N	-2	4	-4	0	0	6	2	-25	2
CN(C)/C=N/c1cc(=O)[nH]c(=O)n1CC1CC1	1	-4	-8	-1	21	0	-4	-15	-4
Cc1cc(C)cc(OCC(=O)N2CCc3ccccc3C2)c1	-3	0	2	-2	15	-1	0	-9	7
COc1ccc(CCN(C(=O)c2cccc(F)c2)C2CC(=O)N(c3ccc(OC)cc3)C2=O)cc1 (stereo not given)	1	6	14	5	16	2	4	-10	3
Cc1ccc(-n2nnc3c(=O)n(CC(=O)N4CCC(C)CC4)cnc32)cc1	-1	-2	-3	5	6	0	-9	-22	-2
CCOc1ccc(C2/C(=C(/O)c3ccc4c(c3)CC(C)O4)C(=O)C(=O)N2CCCn2ccnc2)cc1 (stereo not given)	0	-6	-19	-22	-11	-2	-4	2	-4
CCCC(C)c1nnc(NC(=O)C(=O)OCC)s1 (stereo not given)	-1	-10	40	-9	10	3	3	-8	-2
CC(=O)c1cn(CC(=O)Nc2c(C)cccc2C)c2ccccc12	-4	-6	-16	-7	20	-3	-7	-8	-7
Cn1c(C2CC(=O)N(Cc3ccccc3)C2)nc2ccccc21 (stereo not given)	8	-5	2	-4	5	0	6	-26	9
C=CCN(CC=C)C(=O)c1ccc2nc(Cc3ccc(OC)c(OC)c3)oc2c1	0	-3	-1	-11	26	1	11	8	-12
CCCCCSc1nc(N2CCOCC2)c2c(c1C#N)CC(C)(C)OC2	-4	-2	8	21	-27	1	0	-25	-11
Cn1c(Cc2ccccc2)nnc1SCC(=O)NC1CCCC1	-1	-5	-12	-6	0	0	-13	5	-3
COCCn1c(C)cc(C(=O)CSc2nc3ccccc3c(=O)n2Cc2ccco2)c1C	-3	-4	-6	38	10	1	-4	-17	-13
CNC(=O)COC(=O)/C=C/c1c(C)nn(-c2ccccc2)c1C	-3	-10	21	-4	21	0	4	14	2
CN1CCN(C(=O)c2ccc(COc3ccc(C(C)(C)C)cc3)o2)CC1	-6	-3	4	3	22	-9	-11	-16	-11
Cc1ccn(C(=O)c2cc3cc(Cl)ccc3oc2=O)n1	-1	5	-3	19	-20	-2	-5	-5	-6
CN(c1ccccc1)S(=O)(=O)c1cccc(C(=O)OCC(=O)Nc2ccc3[nH]c(=O)[nH]c3c2)c1	-1	-4	-4	-2	6	-2	-12	-11	-4
NS(=O)(=O)c1ccc(N2CCN(C(=O)C3COc4ccccc4O3)CC2)nc1 (stereo not given)	1	-1	-7	4	-59	1	6	-6	-10
CCOc1ccc(OCCOc2cccc(C(F)(F)F)c2)cc1	1	-6	7	-6	17	0	-1	13	0
CCC(=O)Oc1ccc(-c2cnc3ccccc3n2)cc1	-4	14	10	-12	-26	-1	94*	94*	89*
COC(=O)c1ccc(N2NC(=O)/C(=C/c3ccc(OC)c(OC)c3)C2=O)cc1	-3	1	-16	-9	7	2	2	-3	4
O=C(NC1C=CS(=O)(=O)C1)c1sc2ccccc2c1Cl (stereo not given)	-3	0	-2	14	1	0	4	-16	3
COc1nsnc1NS(=O)(=O)c1ccc(NC(=S)NC(=O)c2ccncc2)cc1	-1	-1	-8	-3	25	-2	19	0	8
O=c1[nH][nH]cc1C=Nc1ccccc1Cl	-1	-8	6	-3	11	1	-1	-9	-9
COC(=O)N/N=C/c1ccc([N+](=O)[O-])o1	-2	4	7	4	19	-3	-1	10	9

Sorted by heavy-atom count (low to high): some entries from above
SMILES	MIN6 prolif	HKDC1 inh	PfG6PD inh	UBC13 polyUb	SENP8 block-1	SENP1 inh	SENP7 block	SENP6 inh	SENP8 block-2
COC(=O)N/N=C/c1ccc([N+](=O)[O-])o1	-2	4	7	4	19	-3	-1	10	9
CC(C)(C)NC(=O)COc1ccccc1C#N	-2	4	-4	0	0	6	2	-25	2
CCCC(C)c1nnc(NC(=O)C(=O)OCC)s1 (stereo not given)	-1	-10	40	-9	10	3	3	-8	-2
CCCCCSc1nc(N2CCOCC2)c2c(c1C#N)CC(C)(C)OC2	-4	-2	8	21	-27	1	0	-25	-11
COc1ccc(CCN(C(=O)c2cccc(F)c2)C2CC(=O)N(c3ccc(OC)cc3)C2=O)cc1 (stereo not given)	1	6	14	5	16	2	4	-10	3
CCOc1ccc(C2/C(=C(/O)c3ccc4c(c3)CC(C)O4)C(=O)C(=O)N2CCCn2ccnc2)cc1 (stereo not given)	0	-6	-19	-22	-11	-2	-4	2	-4

Further entries:
SMILES	MIN6 prolif	HKDC1 inh	PfG6PD inh	UBC13 polyUb	SENP8 block-1	SENP1 inh	SENP7 block	SENP6 inh	SENP8 block-2
CCOC(=O)c1sc2nc3c(cc2c1N)COC(C)(CC)C3 (stereo not given)	-3	2	15	7	-256	-66	7	-1	-9
O=C(O)c1ccccc1C(=O)c1ccc(N2CCCC2)c([N+](=O)[O-])c1	-3	-9	-2	-24	10	1	-4	-5	-13
C/C(Cl)=C\COc1cc(C)nc2c(Br)cccc12	2	-11	24	6	12	-2	2	-1	0
COc1ccccc1NC(=O)CCn1c(=S)oc2ccccc21	0	-4	-12	6	19	2	-1	3	8
CCC1(C)Cc2ccccc2-c2[nH]c(=S)[nH]c(=O)c21 (stereo not given)	2	6	1	?	-6	4	7	8	7
O=C(COc1ccc(Cl)cc1)Nc1ccc(NC(=O)c2ccco2)cc1	0	-7	6	0	4	-2	-2	0	8
CC(C)COc1ncnc2c1sc1nc3c(cc12)COC(C)(C)C3	-3	·	·	5	·	·	-1	-26	-4
Cc1ccc(CNC(=O)[C@H](Cc2ccccc2)NC(=O)c2ccco2)cc1	2	-6	9	3	6	1	-3	-6	-8
Cc1cc(C)n2nc(C(=O)N(C)c3c(N)n(Cc4ccccc4)c(=O)[nH]c3=O)nc2n1	1	-5	-3	2	-5	-1	0	8	7
O=C(CSc1nc2c(cnn2-c2ccc(F)cc2)c(=O)[nH]1)Nc1nccs1	-3	-4	-9	-11	2	2	0	-6	7
O=C(/C=C/c1ccc(F)cc1)Nc1cc(S(=O)(=O)N2CCOCC2)ccc1N1CCCC1	0	18	-12	-10	0	-14	-2	-7	-11
Cc1ccccc1OCC(=O)N1CCC2(CC1)CC(=O)c1ccccc1O2	3	-3	-2	1	-23	0	-7	-15	-10
CCOC(=O)c1cc2sc(C)cc2n1CC(=O)Nc1ccc2c(c1)OCCO2	-2	-11	-5	0	5	2	1	-10	0
COc1ccc(C2C(C(C)=O)=C(O)C(=O)N2C)c(OC)c1 (stereo not given)	-2	-5	13	-2	42*	1	10	-5	-3
CCC1NC(C(=O)O)Cc2c1[nH]c1ccccc21 (stereo not given)	-6	-2	26	36	-123	-66	-7	15	8
CCOC(=O)c1ccccc1NC(=O)COC(=O)CCNS(=O)(=O)c1cccs1	-2	-1	1	7	-4	1	-5	-19	1
Cc1cc(C(=O)CSc2nc3ccccc3n2C)c(C)n1C	-3	-3	1	0	11	-2	0	-1	-6
Cc1cc(OCCOCCNC(C)C)cc(C)c1Cl	-3	-5	-8	16	27	0	-3	2	-2
CCOC(=O)c1cnc(SC2CCc3ccccc3C2=O)nc1N (stereo not given)	0	22	37	3	-18	-3	2	-1	-5
CCN(CC)c1ccc(NC(=O)COC(=O)c2cccs2)cc1	-1	0	18	4	6	1	56*	53*	23
O=C1N(c2ccccc2)C[C@@H]2C[C@@H](c3cccs3)N3CCC[C@@]123	-5	-2	28	7	19	0	6	4	5
O=S(=O)(NCc1ccccc1)c1ccc(F)cc1Br	0	5	-5	10	11	3	3	-10	-4
COc1ccc(C(C)C)cc1S(=O)(=O)N1CCC(C(=O)NCc2cccnc2)CC1	0	2	12	-4	13	-2	-5	-11	7
Cc1ccc(C2C3=C(NCCN=C3c3ccccc3)C(=O)N2c2ccccc2)cc1 (stereo not given)	-4	-1	-5	3	-89	-3	-2	-16	-1
O=C(NCc1ccccc1Cl)c1ccc(Cn2cc(C(F)(F)F)ccc2=O)cc1	0	-5	-1	5	17	1	-11	-5	5

Random excerpt: two records from the list, in no set order.
SMILES	MIN6 prolif	HKDC1 inh	PfG6PD inh	UBC13 polyUb	SENP8 block-1	SENP1 inh	SENP7 block	SENP6 inh	SENP8 block-2
Cc1cc(OCCOCCNC(C)C)cc(C)c1Cl	-3	-5	-8	16	27	0	-3	2	-2
O=C(/C=C/c1ccc(F)cc1)Nc1cc(S(=O)(=O)N2CCOCC2)ccc1N1CCCC1	0	18	-12	-10	0	-14	-2	-7	-11

The list goes on:
SMILES	MIN6 prolif	HKDC1 inh	PfG6PD inh	UBC13 polyUb	SENP8 block-1	SENP1 inh	SENP7 block	SENP6 inh	SENP8 block-2
O=C(COC(=O)c1ccc(S(=O)(=O)Nc2ccccc2)cc1)NCc1ccco1	-5	4	-10	-10	20	-1	-1	2	3
Cc1ccc(C(=O)N2CCN(c3ccc(C(F)(F)F)cn3)CC2)o1	2	-2	-2	12	-13	0	3	-6	1
Cc1cc(C(=O)OCC(=O)Nc2c(Cl)cccc2C(F)(F)F)c(C)o1	-3	-1	5	1	1	-4	-13	-21	-3
Cc1ccsc1C(=O)N[C@@H](C)c1nnc2ccccn12	-3	-6	-2	0	10	-2	0	-2	8
COc1cc(NC(=O)c2ccccc2)c(OC)cc1NC(=O)CN1C(=O)NC2(CCCCC2C)C1=O (stereo not given)	-1	4	-6	-2	-9	-9	-1	-4	0
COC(=O)c1ccc(CSc2nc3ccccc3c(=O)n2Cc2ccco2)o1	-4	-3	3	16	11	2	9	-16	-14
COc1ccc(C2=NOC(C(=O)Nc3cccnc3Cl)C2)cc1 (stereo not given)	-3	-1	-9	7	22	2	5	-3	8
COc1cc(NC(=O)COc2ccccc2[N+](=O)[O-])ccc1NC(=O)c1ccco1	-2	9	-1	9	14	0	-5	0	10
CCCCn1c(SCC(=O)Nc2cc(C)on2)nc2cc(S(N)(=O)=O)ccc21	-3	-4	13	-10	1	0	-3	0	-7

Structures listed above printed as active in SENP7 block:
structure	HKDC1 inh	PfG6PD inh	UBC13 polyUb	SENP1 inh	SENP7 block	SENP6 inh
CCC(=O)Oc1ccc(-c2cnc3ccccc3n2)cc1	14	10	-12	-1	94*	94*
CCN(CC)c1ccc(NC(=O)COC(=O)c2cccs2)cc1	0	18	4	1	56*	53*

Quoted from the listing.
COC(=O)c1ccc(CSc2nc3ccccc3c(=O)n2Cc2ccco2)o1 | UBC13 polyUb = 16
Cc1cc(C(=O)OCC(=O)Nc2c(Cl)cccc2C(F)(F)F)c(C)o1 | SENP6 inh = -21
CCCCn1c(SCC(=O)Nc2cc(C)on2)nc2cc(S(N)(=O)=O)ccc21 | SENP7 block = -3
COc1cc(NC(=O)c2ccccc2)c(OC)cc1NC(=O)CN1C(=O)NC2(CCCCC2C)C1=O (stereo not given) | SENP7 block = -1
O=C(COC(=O)c1ccc(S(=O)(=O)Nc2ccccc2)cc1)NCc1ccco1 | MIN6 prolif = -5
